MC4R antagonist: human MC4R antagonism in cAMP assay; MC4R-expressing cells, MTII-stimulated cAMP, LANCE TR-FRET; P32245; actives 0.48% (n = 360,000); inhibition, % at 6.5 µM;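 active means inhibition above its plate's cutoff, the mean of tested wells on that plate plus 3 SD, cut at about 29% in these data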;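 further: 0% = Melanotan II alone and 100% = Melanotan II plus saturating MCL0020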
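Assay system: U2OS-MC4R stable cell line; Also added: Melanotan II; Technique: Eu-cAMP/anti-cAMP TR-FRET, emission 671 nm; Times: 30-min compound, 1-h challenge, 1-h detection, room temperature.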
CaV13 ICDI inh: Primary screen for inhibitors of IQ motif and Ca2+-dependent inactivation inhibitor domain binding in CACNA1D, Förster resonance energy transfer in living cells, …; HEK cells, CFP/YFP FRET ICDI-IQ, plate reader, 10 min; percent FRET-ratio fall versus neutral wells; AID 743397; actives 0.098% (n = 340,000); inhibition, % at 12.3 µM;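 active means mean replicate inhibition of at least 30% and at least 1% of replicates passing that level; inconclusive means only one of the two criteria is met; inactive means neither criterion is met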;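 further: 0% = median of the neutral control wells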
aDG glyco act: alpha-DG glycosylation activation; Pro5-aDG cells, alpha-DG glycosylation AlphaScreen (IIH6); 0% Pro5, 100% B10-LARGE cell signal; activation, % at 10 µM; actives 0.22% (n = 360,000); AID 624168;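 active means activation of at least 8% versus controls, or a plate z-score of at least 8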;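 further: Pro5 are CHO cells carrying HIG-tagged alpha-DG that lacks glycosylation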
HTR2A ag: mouse HTR2A agonism via beta-arrestin recruitment. CHO-K1 mHTR2A beta-arrestin complementation, luminescence; percent of 30 µM serotonin response. actives 0.66% (n = 360,000). activation, % at 7.6 µM;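 active means activation above a run cutoff, the mean activation of all tested compounds plus 3 SD, cut at about 14% in these data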;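 further: 0% = plate median of compound wells and 100% = 30 µM serotonin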
PDI inh: blocks human protein disulfide isomerase activity. P07237. PDI insulin aggregation turbidity, A650, 90 min. inhibition, % at 10 µM. actives 0.052% (n = 350,000). AID 588391;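 active means mean inhibition across replicates of 30% or more, whatever share of single replicates reach that level; inconclusive means mean inhibition below 30% while every single replicate reaches 30%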;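 further: absorbance from insulin aggregation driven by PDI reduction with DTT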
ABCB6 inh 2: inhibitors of human ABC transporter ABCB6; actives 0.19% (n = 360,000); K562-ABCB6 porphyrin accumulation, flow cytometry, 1 h; hits give low values; fluorescence ratio to DMSO, % at 10 µM; Q9NP58; AID 602162;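 active means fluorescence ratio to DMSO below 75%, the collection mean minus 3 SD; inconclusive means too few cells collected in the well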;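 further: signal is porphyrin accumulated inside mitochondria; 100% equals median channel fluorescence of DMSO control wells; lower ratio means ABCB6 inhibition with less porphyrin fluorescence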
Target sequence (Q9NP58 whole entry, looked up): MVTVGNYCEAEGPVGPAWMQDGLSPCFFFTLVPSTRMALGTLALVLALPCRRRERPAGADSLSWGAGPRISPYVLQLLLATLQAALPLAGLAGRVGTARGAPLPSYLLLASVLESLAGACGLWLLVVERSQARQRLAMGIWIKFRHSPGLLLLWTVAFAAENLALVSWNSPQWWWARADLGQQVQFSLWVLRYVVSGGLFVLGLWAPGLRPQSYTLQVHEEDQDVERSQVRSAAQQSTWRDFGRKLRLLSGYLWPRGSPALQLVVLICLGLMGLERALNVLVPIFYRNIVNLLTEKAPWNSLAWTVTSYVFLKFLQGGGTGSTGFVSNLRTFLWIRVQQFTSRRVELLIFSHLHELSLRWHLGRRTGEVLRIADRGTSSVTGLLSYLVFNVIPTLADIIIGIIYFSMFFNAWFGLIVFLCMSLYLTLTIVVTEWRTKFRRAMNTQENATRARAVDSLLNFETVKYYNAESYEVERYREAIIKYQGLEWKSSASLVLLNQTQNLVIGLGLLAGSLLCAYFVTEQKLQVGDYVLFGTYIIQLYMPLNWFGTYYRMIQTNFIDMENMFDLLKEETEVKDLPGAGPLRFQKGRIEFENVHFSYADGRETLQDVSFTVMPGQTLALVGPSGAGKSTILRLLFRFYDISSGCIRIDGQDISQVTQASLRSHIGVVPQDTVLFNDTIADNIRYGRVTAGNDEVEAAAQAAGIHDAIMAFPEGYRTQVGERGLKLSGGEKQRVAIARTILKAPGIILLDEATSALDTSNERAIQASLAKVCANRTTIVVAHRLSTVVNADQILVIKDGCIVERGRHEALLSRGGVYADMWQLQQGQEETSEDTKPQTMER
Glyco luc inh: N-linked glycosylation inhibition | D54 ERlucT glycosylation luciferase reporter, 24 h; percent of 100 nM tunicamycin response | reporter increase, % at 12.5 µM | actives 0.23% (n = 360,000);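 active means mean luciferase reporter signal, scaled so untreated is 0 and the glycosylation-blocking control 100, at or above a set limit in every replicate; inconclusive means mean reaches the limit but not every replicate does; inactive means mean below the limit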;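 further: luciferase carries N-glycosylation sites so blocking glycosylation raises the light; 0% = median of neutral control wells and 100% = median of 100 nM tunicamycin wells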
Vif imaging: blocks HIV Vif function; HEK293T cells, Vif self-association by quenched fluorescence, imaging, 24 h; inhibition, % at 7.49 µM; actives 0.35% (n = 340,000); in the data active means inhibition above about 50%, passing the limit was not always enough; inconclusive means no clear call, values can overlap the other calls; inactive means below about 31%; further: some results filed as inactive read as strong as hits
H9c2 protect: protects H9c2 cardiomyocytes from peroxide injury; H2O2 injury protection, ATPLite, 2 h; protection from H2O2 cell death, % at 20 µM; actives 0.63% (n = 360,000); AID 588492;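 active means compounds giving at least 50% protection of heart cells from peroxide-induced death in the single-dose screen, raw or plate-pattern-corrected value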;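 further: 0% = DMSO wells with peroxide and 100% = DMSO wells without peroxide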
MC4R barr agon: activates human MC4R beta-arrestin recruitment; actives 0.98% (n = 360,000); AID 540308; activation, % at 8.9 µM; P32245; U2OS MC4R beta-arrestin complementation, luminescence; percent of melanotan II response, DMSO zero;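 active means activation above a per-plate cutoff, the mean activation of sample wells on that plate plus 3 SD, cut at about 8% in these data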
* hit, by the source's call; ? = inconclusive; / = no result given. Not a hit list (roughly 3.6% active in at least one column).

Molecule	HTR2A ag	H9c2 protect	ABCB6 inh 2	MC4R barr agon	Vif imaging	aDG glyco act	PDI inh	MC4R antagonist	CaV13 ICDI inh	Glyco luc inh
COc1ccc(NC(=O)CN2CCN(CC(=O)Nc3ccccc3Cl)CC2)c(OC)c1	2	7	97	3.4	-9	0.5	-3	18	-3	-2
COCCCN1C(=O)C(CC(=O)NCCc2ccccn2)CC(C(=O)N2CCCCCC2)=C1C (stereo not drawn)	3	/	102	/	/	0.0	/	/	-11	/
Cc1ccc(S(=O)(=O)N2CCN(C(=O)COC(=O)C3CCC3)CC2)cc1	4	-4	98	-0.4	0	0.2	0	1	-5	0
COc1ccc(N(C)C(=O)c2oc(=O)c3ccccc3c2-c2ccccc2)c(OC)c1	0	18	100	2.7	-17	-0.1	9	-3	-2	-4
COc1ccccc1-n1cc(C(=O)NCC(=O)N2CCN(c3ccccn3)CC2)c2ccccc2c1=O	2	-8	95	0.0	2	0.1	1	11	-6	1
COc1cc(/C=C2\C(=N)N3N=C(C(C)C)SC3=NC2=O)ccc1OCCOc1ccc(NC(C)=O)cc1	-2	-1	79	-0.7	/	-0.2	-6	4	-20	0
CC1(C(=O)Nc2cccc(Oc3ccccc3)c2)CCN1Cc1cccc2c1OCO2 (stereo not drawn)	-8	-17	99	0.2	-5	0.1	-2	4	-11	-6
COc1ccc(OC)c(/C=C/C(=O)Nc2cccc(S(=O)(=O)NC3=NCCCCC3)c2)c1	-3	7	97	-1.9	7	-0.1	11	-4	-16	-1

Remaining list, next part
Molecule	HTR2A ag	H9c2 protect	ABCB6 inh 2	MC4R barr agon	Vif imaging	aDG glyco act	PDI inh	MC4R antagonist	CaV13 ICDI inh	Glyco luc inh
Cc1occc1C(=O)N/N=C/c1ccc(Cl)c([N+](=O)[O-])c1	0	4	103	-0.3	-4	0.8	-3	2	/	3
CC(O)CNC(=O)Cc1cc(=O)[nH]c(=O)[nH]1 (stereo not drawn)	1	1	93	0.1	-10	-0.1	-4	-5	-6	1
CC(C)CN(C(=O)COC(=O)/C=C/c1cccs1)c1c(N)n(Cc2ccccc2)c(=O)[nH]c1=O	-3	3	98	-1.1	10	0.0	-10	10	-7	1
CC(C)(CO)NS(=O)(=O)c1ccc2c(c1)C(=NO)c1cc(S(=O)(=O)NC(C)(C)CO)ccc1-2	-1	3	107	-1.9	1	0.0	-6	1	-4	-1
COCCCNC(=O)C[C@H]1C[C@H](C(=O)N(C(C)C)C(C)C)[C@@]2(C)c3[nH]c4cc(-c5ccco5)ccc4c3CCN2C1=O	0	23	97	0.3	/	-0.1	9	2	-8	-1
CN1C(=O)[C@H]2[C@@H](/C=C/c3ccccc3)N3C(=O)CN(Cc4ccccn4)C(=O)[C@@]3(Cc3ccccc3)[C@H]2C1=O	-2	13	96	-1.1	-3	0.0	5	9	-4	1
Nc1nc(CSc2nnnn2-c2ccc(Cl)cc2)nc(N2CCOCC2)n1	0	3	92	-1.9	-6	0.0	-1	-1	-5	0
CCOC(=O)C1CCCN(C(=O)/C(=C/c2ccco2)NC(=O)c2ccccc2)C1 (stereo not drawn)	-1	5	94	-1.4	-4	-0.1	-1	3	-3	1

Carrying on.
Molecule	HTR2A ag	H9c2 protect	ABCB6 inh 2	MC4R barr agon	Vif imaging	aDG glyco act	PDI inh	MC4R antagonist	CaV13 ICDI inh	Glyco luc inh
CCC1=C(OC(=O)N(CC)CC)N2C(=O)OC(=NCCOC)[C@]2(Cc2ccccc2)[C@H]2C1=CC[C@H]1C(=O)N(CC)C(=O)[C@H]12	2	-6	94	-1.2	-4	0.0	0	7	-8	-1
CN1CCN(C(=O)C2=C[C@@H](c3csc4ccccc34)C[C@@H](OCCCCO)O2)CC1	-5	0	97	0.0	0	-0.1	1	3	-9	-1
CC(=O)c1c(N2CCN(c3ccccc3)CC2)nc(=S)n(-c2ccccc2)c1C	-4	-1	145	0.2	-14	-0.1	18	3	-5	-1
CC(=O)NC(CC(=O)O)c1ccc([N+](=O)[O-])cc1 (stereo not drawn)	-1	-5	102	-0.3	21	0.0	4	1	-7	1
O=C(COC(=O)Cc1n[nH]c(=O)c2ccccc12)Nc1c(Cl)cccc1C(F)(F)F	9	25	98	-1.3	15	0.1	2	13	/	2
COc1ccccc1NC(=O)Cn1nnc(-c2ccccc2NS(=O)(=O)c2ccccc2)n1	2	-6	99	-0.2	-14	1.1	0	8	-5	-5
O=C(c1ccco1)N1CCN(C(=S)NCc2ccc(F)cc2)CC1	-2	2	96	-2.0	-4	0.2	1	1	-2	3
S=C(S)N1CCCC1	-1	4	99	2.5	75*	-0.3	-2	0	-5	-2

Following part
Molecule	HTR2A ag	H9c2 protect	ABCB6 inh 2	MC4R barr agon	Vif imaging	aDG glyco act	PDI inh	MC4R antagonist	CaV13 ICDI inh	Glyco luc inh
CCCCOc1ccc(N=Cc2ccc[nH]2)cc1	-2	-1	100	-1.6	0	0.1	1	-3	2	2
COC(=O)c1cccc(S(=O)(=O)N(Cc2ccco2)Cc2cc3ccc(OC)cc3[nH]c2=O)c1	0	18	100	0.8	-9	-0.2	5	8	-10	-4
Cc1cccc(N2CCN(C(=O)c3ccoc3C)CC2)c1C	-3	6	95	0.7	-2	0.0	2	4	-3	2
Cn1nnnc1SCC(=O)c1ccc2c(c1)OCCO2	4	-2	96	-0.1	3	-0.3	10	3	7	2
Nc1ccccc1-c1nnc(SCc2ccccc2F)[nH]c1=O	-1	-29	105	-0.2	-13	0.6	-2	2	-5	-2
O=C(Cc1ccccc1)NCC(=O)OCC(=O)c1ccc(Cl)c([N+](=O)[O-])c1	0	26	102	-2.8	1	-0.1	-18	10	-5	2
O=C(NCc1ccco1)c1csc2c1CCCCC2	2	-5	94	1.7	-2	-0.2	-3	7	-8	0
CCOc1ccc(C(=O)NCC(=O)OCCCOC(=O)CNC(=O)c2ccc(OCC)cc2)cc1	4	-10	98	-3.2	-1	-0.3	9	2	-6	-3

Some entries already given with just MC4R antagonist, MC4R barr agon and Glyco luc inh.
canonical_smiles	MC4R antagonist	MC4R barr agon	Glyco luc inh
Cc1cccc(N2CCN(C(=O)c3ccoc3C)CC2)c1C	4	0.7	2
Cn1nnnc1SCC(=O)c1ccc2c(c1)OCCO2	3	-0.1	2
Nc1ccccc1-c1nnc(SCc2ccccc2F)[nH]c1=O	2	-0.2	-2
O=C(Cc1ccccc1)NCC(=O)OCC(=O)c1ccc(Cl)c([N+](=O)[O-])c1	10	-2.8	2
O=C(NCc1ccco1)c1csc2c1CCCCC2	7	1.7	0
CCOc1ccc(C(=O)NCC(=O)OCCCOC(=O)CNC(=O)c2ccc(OCC)cc2)cc1	2	-3.2	-3

Next results.
Molecule	HTR2A ag	H9c2 protect	ABCB6 inh 2	MC4R barr agon	Vif imaging	aDG glyco act	PDI inh	MC4R antagonist	CaV13 ICDI inh	Glyco luc inh
O=C(Cc1ccc(Cl)c(Cl)c1)Nc1ccccc1N1CCCC1	6	-8	93	3.7	-9	0.0	3	7	-7	-1
CCOC1=NC(C(=O)O)c2ccccc2/C(=C(/C)Cl)N1 (stereo not drawn)	11	12	106	1.2	13	0.0	3	-4	/	1
C/C(=N\NC(=O)Cn1cc([N+](=O)[O-])cn1)c1ccc(O)cc1	0	1	93	-0.6	1	0.3	5	11	-4	2
C=CCn1c(=O)c(C(=O)OCC)c(O)c2ccccc21	7	9	96	-0.4	0	0.0	-22	1	-5	0
CCOC(=O)C1(C)NC(c2cccs2)C2C(=O)N(c3ccccc3)C(=O)C21 (stereo not drawn)	0	0	101	1.0	10	0.6	-2	12	-2	1
O=C(COC(=O)c1ccc(OC(F)F)cc1)NC(=O)NC1CCCC1	7	-4	99	2.5	-5	-0.1	0	5	-3	0
CC(C)C[C@H](NC(=O)c1[nH]cnc1C(=O)N[C@@H](Cc1ccccc1)C(=O)OCc1ccccc1)C(=O)OCc1ccccc1	7	-12	94	-0.6	22	-0.1	0	2	-6	-1
O=C(NCCc1ccccc1)c1nccc2ccccc12	-2	-3	97	-1.0	-5	-0.1	-5	4	-4	-2

More records.
Molecule	HTR2A ag	H9c2 protect	ABCB6 inh 2	MC4R barr agon	Vif imaging	aDG glyco act	PDI inh	MC4R antagonist	CaV13 ICDI inh	Glyco luc inh
O=C(/C=C/c1ccc(O)c(O)c1)OCCc1ccccc1	-12	40	98	-0.9	?	-0.3	0	8	-6	1
CCC(C)N(C(=O)COc1ccc(-c2nnco2)cc1)C1CCS(=O)(=O)C1 (stereo not drawn)	9	3	97	-1.9	-23	-0.2	5	6	-2	0
Clc1ncc(Cn2cccn2)s1	5	4	97	-2.3	2	-0.3	1	4	2	0
CCOc1ccc(/C=N/NC2=NCCCCC2)cc1	-5	6	96	-1.6	3	0.8	-2	0	-4	0
CSc1ncccc1C(=O)OCC(=O)c1ccc2c(c1)NC(=O)CO2	1	-7	100	-1.3	-11	0.1	3	24	0	-1
O=C(NCC1CCCO1)c1ccccc1OCc1ccc(Cl)cc1 (stereo not drawn)	-2	-2	96	-1.9	-3	0.3	7	5	-5	-1
C=CCOC(=O)c1cc(-c2ccc(/C=C3\C(=O)NC(=O)C(C#N)=C3C)o2)ccc1Cl	0	17	81	-3.6	/	-0.1	-3	-5	-5	2
N#CCCn1cc(C=C(C#N)C#N)c(-c2ccc(Cl)cc2)n1	1	0	94	-0.4	0	-0.5	-10	2	2	5

Reprinted at random: 2 records from the list.
Molecule	HTR2A ag	H9c2 protect	ABCB6 inh 2	MC4R barr agon	Vif imaging	aDG glyco act	PDI inh	MC4R antagonist	CaV13 ICDI inh	Glyco luc inh
CCC(C)N(C(=O)COc1ccc(-c2nnco2)cc1)C1CCS(=O)(=O)C1 (stereo not drawn)	9	3	97	-1.9	-23	-0.2	5	6	-2	0
C=CCOC(=O)c1cc(-c2ccc(/C=C3\C(=O)NC(=O)C(C#N)=C3C)o2)ccc1Cl	0	17	81	-3.6	/	-0.1	-3	-5	-5	2

More entries.
Molecule	HTR2A ag	H9c2 protect	ABCB6 inh 2	MC4R barr agon	Vif imaging	aDG glyco act	PDI inh	MC4R antagonist	CaV13 ICDI inh	Glyco luc inh
Cc1csc(NC(=O)CCn2c(=O)oc3ccccc32)n1	1	4	98	-2.5	29	-0.2	10	-3	-5	1
Cc1ccc(S(=O)(=O)N2CCC(NC(=O)C3CCCCC3)CC2)cc1	-11	-4	100	0.7	8	0.1	-7	26	-2	2
S=C(Nc1cc(Cl)cc(Cl)c1)N1CCCC1	2	-10	99	0.8	3	-0.4	-7	-7	/	2
COc1cccc(C=O)c1OCCCOc1cccc2cccnc12	-5	15	100	-0.1	-3	0.0	-5	-6	11	6
C=CCOC(=O)C(=O)/C=C/c1ccc2c(c1)Cc1ccccc1-2	-5	-4	91	-2.2	9	-0.1	-10	9	-11	15
Cc1c(N=C2SCC(=O)N2/N=C\c2ccc(Br)cc2)c(=O)n(-c2ccccc2)n1C	3	-7	95	-0.3	-22	-0.4	18	31*	-14	0
O=C(NCc1ccc(F)cc1)c1cccs1	-3	6	95	-2.2	8	-0.1	4	5	-2	1
